Furin inh: human furin inhibitors, primary screen, biochemical, fluorescence intensity | 220,000 compounds, 0.061% hits | inhibition, % at 30 µM | P09958 | AID 463115, 2010 | purified furin, fluorogenic substrate cleavage; in the data active = inhibition above about 25%; note: inactives centre near -15
PERK inhibitor: block of dimerizer-induced PERK translation repression, primary screen, PERK inhibitor project, CHO PERK-DD cells, SEAP luminescence, HTS. Eukaryotic translation initiation factor 2-alpha kinase 3 (Homo sapiens), Q9NZJ5. CHO PERK-DD fusion, SEAP luminescence translation reporter. inhibition, % at 5.6 µM. 220,000 compounds, 0.17% hits. AID 1416, 2008;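 active = inhibition above the mean inhibition of all tested compounds plus 3 SD, set separately per screening campaign, cut at about 2.9% in these data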;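 note: PERK kinase domain activated by AP20187 dimerizer at 100 nM; 0% = DMSO with dimerizer and 100% = rapamycin at 8.4 µM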
Wee1 degr inh: Wee1 degradation inhibitors, primary screen, cell-based, HeLa, Wee1K328M-luciferase, luminescence. HeLa Luc-Wee1K328M stability; 100% = proteasome inhibitor MG132 effect. reporter increase, % at 5 µM. 220,000 compounds, 1.2% hits. AID 1321, 2008;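 active = activation above the mean of all tested compounds plus 3 SD, set per screening run, cut at about 8.8% in these data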;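 note: cells exposed to compound for 20 h before luminescence read; 0% = DMSO alone and 100% = MG132 at 30 µM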
Target sequence (P30291 whole entry K328M): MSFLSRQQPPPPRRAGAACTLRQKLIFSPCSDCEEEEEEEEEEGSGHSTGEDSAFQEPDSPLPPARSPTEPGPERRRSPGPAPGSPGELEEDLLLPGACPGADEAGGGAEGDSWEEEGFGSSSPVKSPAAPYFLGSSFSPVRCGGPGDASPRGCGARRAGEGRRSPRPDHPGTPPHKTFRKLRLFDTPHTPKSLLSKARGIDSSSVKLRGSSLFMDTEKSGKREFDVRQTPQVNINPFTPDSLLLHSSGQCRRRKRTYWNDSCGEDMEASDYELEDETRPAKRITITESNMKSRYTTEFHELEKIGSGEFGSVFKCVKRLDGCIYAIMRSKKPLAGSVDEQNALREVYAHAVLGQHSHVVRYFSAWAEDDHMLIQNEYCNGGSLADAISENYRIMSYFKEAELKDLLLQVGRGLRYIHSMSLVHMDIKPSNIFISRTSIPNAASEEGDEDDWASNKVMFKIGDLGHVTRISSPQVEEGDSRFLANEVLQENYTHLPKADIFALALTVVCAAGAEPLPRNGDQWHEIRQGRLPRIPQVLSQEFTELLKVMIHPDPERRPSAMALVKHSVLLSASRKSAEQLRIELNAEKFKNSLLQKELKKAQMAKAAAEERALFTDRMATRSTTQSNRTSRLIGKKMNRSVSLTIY
FXIIa inh 1536: human FXIIa protease inhibitors, primary screen, biochemical, 1536-well | inhibition, % at 5 µM | 220,000 compounds, 0.3% hits | purified FXIIa, Boc-QGR-AMC fluorogenic substrate, 2 h | AID 800, 2007 | Coagulation factor XII (Homo sapiens), P00748; in the data active = inhibition above about 40%;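 note: 0% = enzyme with no compound and 100% = blank without enzyme; many of its hits are not listed in these tables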
Cl transport mod: KCC2 cotransporter modulators, thallium flux, primary screen, cell-based, HEK293 KCC2, FluoZin-2 fluorescence, MLSMR. KCC2 cells, thallium flux FluoZin-2 fluorescence. 190,000 compounds, 2.2% hits. Solute carrier family 12 member 5 (Homo sapiens), Q9H2X9. AID 1456, 2008. B-score of Tl+ flux slope (higher = more flux/activation; lower = inhibition) at 10 µM;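 active = thallium flux slope and its plate-corrected score both differing from the plate sample mean at a set confidence after two filtering rounds, in either direction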;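 note: slope of fluorescence scaled to starting intensity during 10 to 20 s after thallium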
Thrombin inh: human alpha-thrombin inhibitors, primary screen, counter-screen for coagulation protease inhibitor project, biochemical, 1536-well, fluorogenic AMC substrate; Prothrombin (Homo sapiens), P00734; Boc-VPR-AMC fluorogenic substrate cleavage; inhibition, % at 5 µM; 220,000 compounds, 0.26% hits;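 active = inhibition at or above 40%; inactive = inhibition below 40%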;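 note: 0% = enzyme with no compound and 100% = wells without enzyme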
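System: human alpha-thrombin protein; Compound dosing: one concentration per compound, 5 µM, with 0.2% DMSO; Timing: reaction at room temperature; Technique: AMC fluorescence, 355/460 nm; Controls: enzyme without compound as high, wells lacking enzyme as low.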
p97 inhibitor: inhibitors of human p97 ATPase, primary screen, biochemical. Transitional endoplasmic reticulum ATPase (Homo sapiens), P55072. recombinant p97 ATPase, Kinase-Glo ATP luminescence, 3 h. inhibition, % at 8 µM. 220,000 compounds, 0.42% hits. AID 1481, 2009; in the data active = inhibition above about 15%;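 note: 0% = DMSO vehicle and 100% = wells lacking enzyme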
FXIa inh 1536: human FXIa protease inhibitors, primary screen, biochemical, 1536-well; Coagulation factor XI (Homo sapiens), P03951; purified FXIa, Boc-Glu-Ala-Arg-AMC fluorogenic substrate; inhibition, % at 5 µM; 220,000 compounds, 0.14% hits; AID 798, 2007;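 active = inhibition of at least 40%; inactive = inhibition below 40%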;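 note: fluorescence of freed AMC excited at 355 nm; 0% = enzyme without compound and 100% = no enzyme blank; many of its hits are not listed in these tables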
KLK5 inh: human KLK5 protease inhibitors, primary screen, biochemical, 1536-well. Kallikrein-5 (Homo sapiens), Q9Y337. recombinant hK5, fluorogenic AMC substrate cleavage. inhibition, % at 5 µM. 210,000 compounds, 0.59% hits. AID 873, 2007;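 active = inhibition of 40% or more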;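 note: 0% = enzyme controls without compound and 100% = no-enzyme blanks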
Target sequence (Q9Y337 67-293 limits assumed): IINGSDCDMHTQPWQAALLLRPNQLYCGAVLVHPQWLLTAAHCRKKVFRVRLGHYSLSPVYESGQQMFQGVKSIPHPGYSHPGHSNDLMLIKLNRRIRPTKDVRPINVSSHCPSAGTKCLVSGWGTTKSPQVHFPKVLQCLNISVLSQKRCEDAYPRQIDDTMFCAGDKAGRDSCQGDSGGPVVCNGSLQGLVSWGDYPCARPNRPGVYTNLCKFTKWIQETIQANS
* marks the source's active call; other numbers are inactive results; . = no result given; [ ] = dose if it differs, or a comment. An excerpt; count on the stated rates, not on these rows.

SMILES	Furin inh	PERK inhibitor	Wee1 degr inh	FXIIa inh 1536	Cl transport mod	Thrombin inh	p97 inhibitor	FXIa inh 1536	KLK5 inh
CCOCCN1CCC(OC(C)=O)C(C)C1 (stereo unspecified)	-2	0.0	-2	16	.	-2	3	0	-4
COc1cccc(C2CC3C(=O)C=CC2N3Cc2ccccc2)c1 (stereo unspecified)	-13	0.1	3	5	3	-1	5	5	14
Cn1c(=O)cc(OCC(=O)N2CCN(C3CCCCC3)CC2)c2ccccc21	-9	-1.1	0	6	0.57	-6	-6	-5	-24
CC(=O)c1c(O)n(-c2cccc(Cl)c2)c(=O)[nH]c1=O (tested in a mixture with another compound)	-23	0.6	1	10	1.1	1	6	2	2
CC/C(CC(c1ccccc1)c1c(O)c2ccccc2oc1=O)=N\NC(N)=S (stereo unspecified)	-31	0.8	3	9	-0.39	1	-3	4	-7
Cc1cccc(-n2c(O)c(/C=N/NC(=O)c3ccncc3)c(=O)[nH]c2=O)c1	-1	0.2	-3	9	-0.15	0	5	3	-13
Cc1ccc(-n2c(C)cc(/C=C3/C(=O)NC(=O)N(Cc4ccco4)C3=O)c2C)cc1	-12	0.4	0	2	-0.38	-5	-7	-5	6
NP(=O)(OCC(F)(F)F)Oc1ccccc1 (stereo unspecified)	-23[20 µM]	1.1	0	.	.	.	-1	.	.
CC[N+]12CCC(CC1)C(=C(c1ccccc1)c1ccccc1)C2	-17	1.3	-2	10	0.24	1	7	-1	14
CC12CN3CC(C)(CN(C1)C31CCSCC1)C2=O	-25	1.0	8	12	-0.031	-3	9	3	-18
O=c1c2cc([N+](=O)[O-])ccc2nc(CN2CCOCC2)n1-c1ccccc1F	-24	-0.3	-2	9	.	-2	6	-5	7
CC(=Nc1ccc2c(c1)CCC2)c1c(O)n(-c2ccccc2)c(=O)[nH]c1=O	-21	-0.5	-1	9	1.7	-5	-3	1	1
CCC(C)n1c(O)c(/C=N/Nc2ccccc2)c(=O)[nH]c1=S (stereo unspecified)	-1	0.4	-1	8	-0.55	-9	-1	5	-17
Cc1ccccc1-n1c(-c2ccco2)nc2ccccc2c1=O	-4[20 µM]	-0.6	-1	12	.	4	4	4	0
CN1CCN(C(=O)COc2ccc(N(C)S(=O)(=O)c3ccc(F)cc3)cc2)CC1	-21	-0.2	-3	10	-0.77	2	4	0	2
Cn1c(O)c(C(=Nc2ccccc2)SCc2ccc(Cl)cc2)c(=O)n(C)c1=O	-15	1.6	3	11	-0.0074	2	3	4	0
CCCCn1nc(C)c(C(=O)O)c1Cl	-30	1.8	3	7	-0.074	0	2	-1	-2
S=P(Nn1cnnc1)(c1ccccc1)c1ccccc1	-29	1.3	3	.	0.21	2	1	0	2
COc1ccc(/C=C2\C(=O)NC(=O)N(CCC3=CCCCC3)C2=O)c(OC)c1	-10	-0.1	-1	23	0.94	-13	1	17	-10
O=C1N=c2ccccc2=C/C1=C\c1c(O)[nH]c(=S)[nH]c1=O	-20	0.7	1	7	-0.66	-7	10	2	-6
CCCC(C)C1(CC)C(=O)NC(=Nc2ccccc2OC)NC1=O (stereo unspecified)	-13	0.5	0	4	0.19	-4	2	-6	-7
C=CCC1(Nc2ccccc2)CC(C)N(C)CC1C (stereo unspecified)	-8	-0.4	6	5	-0.032	-6	9	1	0
CN1C(=O)C(=Cc2ccc(-c3cccc(Cl)c3)o2)C(=O)N(C)C1=O	5	0.4	6	13	0.14	3	1	-4	-3
CP(=O)(Nc1ccccc1)C(Cl)(Cl)Cl (stereo unspecified)	-8	-0.1	2	14	0.7	-3	-7	9	2
Cc1cccc(CS(=O)(=O)Cc2ccc(C(=O)N3CCC4(CC3)OCCO4)o2)c1	-20	-0.6	0	0	0.55	-2	0	7	-4
CN1C(=O)NC(=O)/C(=C/c2ccc([N+](=O)[O-])o2)C1=O	-3	1.8	8	2	-0.13	-1	7	20	-11
CCOC(=O)C1(Cc2ccc(Cl)cc2)CCN(C(C)CCn2cccn2)CC1 (stereo unspecified)	-2	0.8	2	0	-0.36	-7	0	-4	.
C=CCn1c(O)c(/C(CC)=N/NC(=S)Nc2ccccc2)c(=O)[nH]c1=O	-17	0.9	-1	4	0.16	-4	8	2	-1
COc1cccc(C(=O)C2CCCN(Cc3ccc4nsnc4c3)C2)c1 (stereo unspecified)	-22	2.2	0	8	-0.62	3	4	1	.
CCOC(=O)C1=C(N)Oc2cc(C)oc(=O)c2C12C(=O)N1c3c(cccc32)C(C)CC1(C)C (stereo unspecified)	-17[20 µM]	-0.4	1	14	-0.57	-1	0	0	0
CN1C(=O)C(=Cc2ccccc2OCc2ccc(C(=O)O)cc2)C(=O)N(C)C1=O	-1	-0.1	1	2	-0.029	.	1	-1	-1
COc1cccc(NC(=O)N2CCC3(CC2)OCCO3)c1	-12	1.0	-1	14	-0.16	-8	1	7	-3
O=C(NC(=C(Cl)Cl)P(=O)(c1ccccc1)c1ccccc1)c1ccccc1	-16	-1.1	-1	7	0.83	-11	-4	-3	-16
Cc1cccc(-n2c(O)c(C=Nc3ccc(Br)cn3)c(=O)[nH]c2=O)c1	-16	-0.8	1	13	-0.62	7	1	-4	-2
Cc1cccc(-n2c(O)c(C=NCCCN3CCOCC3)c(=O)[nH]c2=O)c1C	-25[20 µM]	0.8	2	8	1.4	-9	7	12	-2
COc1ccc(C2N3CC(C)(C)CN23)cc1 (stereo unspecified)	-21	0.2	-2	11	0.11	0	9	5	-12
CCN(CC)CCCC(C)N=C(c1ccccc1)c1c(O)n(C)c(=O)n(C)c1=O (stereo unspecified)	-17	0.1	-1	16	0.89	2	2	4	-19
Cc1ccsc1C(=O)C1CCCN(CCO)C1 (stereo unspecified)	-22	1.7	4	10	-0.44	-3	2	-3	.
Cc1cccc(NC(=O)C(C)N2CC=C(c3ccccc3)CC2)c1 (stereo unspecified)	-12	0.4	1	3	-1.1	-6	-7	2	-3
CCCCn1c(O)c(C(CC)=NCCN2CCOCC2)c(=O)[nH]c1=O	-7[20 µM]	-0.2	0	16	.	0	-2	1	6

Look-ups from the entries so far:
Under Cl transport mod, Cc1ccsc1C(=O)C1CCCN(CCO)C1 (stereo unspecified) is listed with -0.44
Under FXIa inh 1536, CP(=O)(Nc1ccccc1)C(Cl)(Cl)Cl (stereo unspecified) is listed with 9
Under FXIIa inh 1536, CC[N+]12CCC(CC1)C(=C(c1ccccc1)c1ccccc1)C2 is listed with 10
Under FXIa inh 1536, COc1ccc(C2N3CC(C)(C)CN23)cc1 (stereo unspecified) is listed with 5
Under FXIIa inh 1536, CC(=Nc1ccc2c(c1)CCC2)c1c(O)n(-c2ccccc2)c(=O)[nH]c1=O is listed with 9

Exported with two lines to a compound: 2 of the compounds above.
Under each structure – Furin inh	PERK inhibitor	Wee1 degr inh	FXIIa inh 1536	Cl transport mod	Thrombin inh	p97 inhibitor	FXIa inh 1536	KLK5 inh
Cc1cccc(-n2c(O)c(C=Nc3ccc(Br)cn3)c(=O)[nH]c2=O)c1
    -16	-0.8	1	13	-0.62	7	1	-4	-2
Cc1cccc(-n2c(O)c(C=NCCCN3CCOCC3)c(=O)[nH]c2=O)c1C
    -25[20 µM]	0.8	2	8	1.4	-9	7	12	-2

Continued:
SMILES	Furin inh	PERK inhibitor	Wee1 degr inh	FXIIa inh 1536	Cl transport mod	Thrombin inh	p97 inhibitor	FXIa inh 1536	KLK5 inh
Cc1ccccc1N1C(=O)NC(=O)/C(=C/c2ccc(N3CCOCC3)o2)C1=O	17	1.7	-3	10	4.3	-2	1	7	-2
COc1cc(/C=C2\C(=O)NC(=O)N(c3ccccc3)C2=O)cc(OC)c1O	-4[20 µM]	0.1	-1	17	-0.47	-1	5	1	-5
O=c1[nH]c(=O)n(Cc2ccccc2Cl)c(O)c1C=Nc1ccc(F)cc1	-14	0.9	-1	4	1.3	3	6	-3	-2
O=C(N/N=C/c1c(O)n(Cc2ccc(F)cc2)c(=O)[nH]c1=O)c1ccccc1	-31	1.3	-1	2	0.52	1	7	11	-20
COc1ccc(CCNCc2ccc(SC)cc2)cc1	-13[20 µM]	-0.1	-4	9	0.45	4	1	5	5
C=CCn1c(O)c(C(C)=NCc2cc(OC)cc(OC)c2)c(=O)[nH]c1=O	-11	-0.8	-1	14	-0.82	1	1	-4	-8
COc1ccc(CCNCc2ccncc2)cc1	-13[20 µM]	0.5	-2	-19	-0.41	8	1	-10	1
CCC(C)N1C(=O)/C(=C\c2cc3c4c(c2)CCCN4CCC3)C(=O)NC1=S (stereo unspecified)	-21	0.6	0	4	-0.43	-2	2	-2	-16
C[C@]12CCC(=O)C[C@@H]1CC[C@@H]1[C@@H]2CC[C@@]2(C)[C@H]1CC[C@]2(C)O	.	2.2	1	.	-0.058	.	3	.	.
CCC(=NCc1cccnc1)c1c(O)n(-c2ccc(C)cc2)c(=O)[nH]c1=O	-21	-1.2	-1	1	1	-10	0	-4	-6
Cc1ccc(C)c(C2(O)CC(C)N(C)CC2C)c1 (stereo unspecified)	-28	-0.2	5	4	0.05	-7	3	-6	7
c1ccc2c(N3CCNCC3)nsc2c1	-9	-0.8	-4	5	-0.47	-3	7	-3	11
CCn1cc(C(=O)c2cccs2)c2ccccc21	-4[20 µM]	0.1	-2	13	-1.4	0	2	3	5
CC(=O)N1CCCSC1=Nc1ccccc1	-5	-0.8	-4	4	0.99	-4	0	-5	-7
O=C1NC(c2cccnc2)Nc2sc3c(c21)CCCC3 (stereo unspecified)	-21[20 µM]	-0.2	0	14	-0.14	-1	3	9	-6
CCCCn1c(O)c(/C(C)=N/NC(=O)Nc2ccccc2)c(=O)[nH]c1=O	-21	-0.6	0	11	0.62	1	8	4	3
O=C(COc1ccc(Cl)cc1)N(c1ccccc1Cl)C1CN2CCC1CC2 (stereo unspecified)	-2	-1.8	-2	5	0.68	-3	-3	1	0
CC1CN(c2ccc([N+](=O)[O-])cc2Cl)CCN1 (stereo unspecified)	-16	0.1	0	12	0.24	6	1	0	-6
Cc1[nH]c2ccccc2c1C(=O)C(=O)N1CCC2(CC1)OCCO2	-24	0.6	-4	-7	1.9	3	4	-3	-21
C=C1C(=O)O[C@H]2[C@H]1[C@H](OC(=O)CC(=O)O[C@@H]1C[C@@H](C)[C@@H]3C=CC(=O)[C@@]3(C)[C@H]3OC(=O)C(=C)[C@H]13)C[C@@H](C)[C@H]1C=CC(=O)[C@]12C	-33	.	.	8	-0.0053	0	.	-2	0
C=CCN1C(=O)/C(=C/c2cc(C)n(-c3cccnc3)c2C)C(=O)NC1=S	-7	0.9	2	15	0.45	0	7	10	-3
CN(C)C(CNC(=O)Cc1c(Cl)cccc1Cl)c1ccccc1 (stereo unspecified)	-16	0.0	3	9	-1.2	-6	0	3	1
C=CCn1c(O)c(/C(C)=N/N2CCN(C)CC2)c(=O)[nH]c1=O	-29	0.2	2	9	-0.83	-1	5	1	22
COc1ccc(-c2[nH]ncc2CNC(C)Cc2cccc(C)n2)cc1F (stereo unspecified)	-25	0.9	-1	4	.	-1	2	0	-14
OCC#CC[N+]1(CC#Cc2ccccc2)CCOCC1	-7	0.1	-3	30	0.96	36	2	33	78*

Assay outcomes: PubChem BioAssay, several laboratories
